Bioassay records: PubChem, several laboratories
XIAP antagonists = XIAP antagonists, biochemical, IAP family, fluorescence polarization (AID 1018); 200,000 compounds, 0.007% hits; XIAP BIR domain, fluorescence polarization peptide displacement; higher % means a stronger effect; displacement, % at 20 µM, or IC50 in µM where a hit was titrated; E3 ubiquitin-protein ligase XIAP (Homo sapiens); in the data active = displacement above about 50%; note: a part of the inactive calls stands beside numbers as strong as those of hits
Siah-1 displacement = Siah-1 peptide-binding antagonists, primary screen, biochemical, fluorescence polarization, rhodamine-plectin, uHTS (AID 1817); Siah-1 / rhodamine-plectin peptide fluorescence polarization; higher % means a stronger effect; one-dose displacement, % at 20 µM; IC50 in µM for titrated hits; 290,000 compounds, 0.02% hits; E3 ubiquitin-protein ligase SIAH1 (Homo sapiens);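 active = displacement of at least 50% at 20 µM, with a fluorescence ratio check between 0.3 and a set limit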;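 note: plate controls were Siah plus tracer with DMSO for no effect and tracer alone without Siah for full effect; strong numbers were not always called active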
M17LAP inhibition = P. falciparum M17LAP inhibitors, primary screen, biochemical, fluorogenic H-Leu-NHMec substrate, 1536-well (AID 1619); Leucine aminopeptidase (Plasmodium falciparum (isolate 3D7)); recombinant M17LAP, H-Leu-NHMec fluorogenic kinetic assay; higher % means a stronger effect; 220,000 compounds, 0.38% hits; inhibition, % at 30 µM; hits with a dose series show IC50 in µM;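 active = compound inhibiting the enzyme by more than half at any dose during confirmatory dose-response retesting; inconclusive = strong single-dose inhibitors picked by rank but not retested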;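 note: plate controls were full reaction with DMSO carrier for no effect and no enzyme background for full effect; strong numbers were not always called active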
human PMI inhibitors = human PMI inhibitors, high substrate, primary screen, biochemical, fluorescence intensity, high mannose 6-phosphate (AID 1220); inhibition, % at 20 µM; hits with a dose series show IC50 in µM; 190,000 compounds, 0.66% hits; recombinant PMI enzyme, coupled fluorescence intensity; higher % means a stronger effect; Mannose-6-phosphate isomerase (Homo sapiens)
Dynein cargo inh = inhibitors of GR-EGFP nuclear translocation, primary screen, dynein cargo transport inhibitor project, imaging, high-content, 3617.4 mouse cells; z-score, hits read low; 220,000 compounds, 0.47% hits; test concentration mostly 20 µM; stimulated with dexamethasone, 1 µM; active compounds read low;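 active = plate z-score of nuclear minus cytoplasmic receptor signal below a set negative limit, without overly bright fluorescence or cell loss, cut at about -3.5 in these data, passing the limit was not always enough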;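 note: z-score of nuclear minus cytoplasmic ring GR-EGFP intensity difference per well; some compounds called inactive have numbers as strong as hits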
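Buffer or medium – tet-free medium with charcoal-stripped serum · Signal – automated 10x imaging of fixed Hoechst-stained cells · Also added – dexamethasone agonist, 1.0 µM final, for 30 min · Incubation – induction 48 h, compound 1 h, agonist 30 min · Read-out – GR-EGFP nuclear translocation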
human PMI inhibition = inhibitors of human PMI, primary screen, biochemical, fluorescence intensity, coupled assay (AID 1209); Mannose-6-phosphate isomerase (Homo sapiens); purified PMI enzyme, coupled fluorescence intensity; higher % means a stronger effect; inhibition, % at 20 µM; hits with a dose series show IC50 in µM; 190,000 compounds, 0.42% hits;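 note: plate controls were DMSO vehicle for no effect and wells lacking substrate for full effect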
P. falciparum M1AAP = P. falciparum M1AAP inhibitors, biochemical, fluorogenic H-Leu-NHMec substrate, 1536-well (AID 1445) | Aminopeptidase N (Plasmodium falciparum (isolate 3D7)) | recombinant M1AAP, H-Leu-NHMec fluorogenic kinetic assay; higher % means a stronger effect | one-dose inhibition, % at 30 µM; IC50 in µM for titrated hits | 220,000 compounds, 0.42% hits;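 active = primary inhibition above the hit cutoff, then over 50% inhibition at one or more dose response concentrations, cut at about 23% in these data, passing the limit was not always enough; inconclusive = conflicting primary data, or primary hits not chosen for dose response; inactive = low primary inhibition, or under 50% at every dose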;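 note: plate controls were DMSO full reaction for no effect and no enzyme background for full effect; strong numbers were not always called active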
LYP inhibition = inhibitors of LYP phosphatase, biochemical, fluorescence intensity, uHTS (AID 1779). recombinant LYP phosphatase, fluorescence intensity; higher % means a stronger effect. inhibition, % at 11.5 µM, or IC50 in µM where a hit was titrated. 290,000 compounds, 0.054% hits;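 note: plate controls were vehicle with enzyme for no effect and no enzyme for full effect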
AID2073 = inhibitors of Mint1-CaV2.2 protein interaction, biochemical, HTRF (AID 2073); Voltage-dependent N-type calcium channel subunit alpha-1B (Homo sapiens); HTRF protein-protein interaction, Mint1-CaV2.2; higher % means a stronger effect; one-dose inhibition, % at 20 µM; IC50 in µM for titrated hits; 290,000 compounds, 0.19% hits; in the data active = inhibition mostly above about 51%, no sharp cut-off; inconclusive = no clear call, values can overlap the other calls; inactive = mostly below about 53%; note: some results filed as inactive read as strong as hits
Dynein cargo inh cytoplasmic EGFP = second read-out of Dynein cargo inh, no call of its own (marks repeat the call); z-score; measured here: cytoplasmic GR-EGFP intensity; active compounds read high
Dynein cargo inh nuclear GR-EGFP = second read-out of Dynein cargo inh, no call of its own (marks repeat the call); z-score; measured here: nuclear GR-EGFP intensity;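 lower value marks the stronger effect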
Dynein cargo inh cell count = recorded beside Dynein cargo inh, whose call it bears; z-score; measured here: cell count per field
* = called active by the depositor; ? = inconclusive; . = no result given. Cut-off read from the data, not from the text of the source, unless noted: active = inhibition above about 50%; inactive = the rest.

(1) C/C(N)=C(/C#N)C(=O)COC(=O)C(c1ccccc1)c1ccccc1
(2) CCOc1cc(N2CCOCC2)c(OCC)cc1NC(=O)c1ccc(OC(C)C)cc1
(3) N#C/C(=C\c1ccc(Cl)s1)C(=O)N1CCN(c2ccccc2)CC1
(4) O=c1oc2ccccc2cc1-c1csc(Nc2ccc(O)cc2)n1
(5) O=C(O)c1ccc(CSc2nnc(COc3ccc(Cl)cc3Cl)o2)cc1
(6) C/C(=C\c1ccccc1)CN1CCN(c2cccc(Cl)c2)CC1
(7) Cc1nc(-c2cc(-c3nc(-c4cc(C(F)(F)F)cc(C(F)(F)F)c4)no3)no2)cs1
(8) C=CCn1c(SCC(=O)NCCO)nc2sc(C)c(C)c2c1=O
screen / no. | 1 | 2 | 3 | 4 | 5 | 6 | 7 | 8
XIAP antagonists | -1.8% | -2.7% | -7.1% | -0.3% | -4.2% | -2.8% | . | -2.3%
Siah-1 displacement | -6% | 4% | -3% | 2% | -6% | 2% | 0% | 10%
M17LAP inhibition | 1% | 3% | 12% | -7% | 46% | 9% | 1% | -9%
human PMI inhibitors | -10% | 19% | 10% | 15% | -8% | -2% | . | -4%
Dynein cargo inh | 0.66 | -0.12 | -0.92 | -3.1 | 0.78 | -0.66 | 0.41 | 0.0089
Dynein cargo inh cytoplasmic EGFP | -0.032 | 0.69 | -0.32 | 2.9 | -0.094 | -0.2 | -0.27 | -0.25
Dynein cargo inh nuclear GR-EGFP | 0.5 | 0.045 | -0.69 | -1.2 | 0.63 | -1 | -0.019 | 0.047
Dynein cargo inh cell count | 0.32 | -0.44 | 1.5 | 1.8 | -0.56 | -0.29 | 0.19 | 0.52
human PMI inhibition | -2% | 18% | -3% | 6% | -4% | -5% | . | -1%
P. falciparum M1AAP | 4% | 1% | 2% | 3% | -2% | 5% | 11% | -8%
LYP inhibition | -4% | -6% | 2% | 2% | -7% | -9% | 2% | -1%
AID2073 | -3% | -8% | 9% | -4% | -8% | 6% | 6% | 43%

(9) O=C(COC(=O)c1cccc(S(=O)(=O)N2CCOCC2)c1)Nc1ncc(C(F)(F)F)cc1Cl
(10) CC1=C(c2ccccc2)[N+](=O)C2(CCCCC2)N1[O-]
(11) O=C(NC(=O)c1ccc(Cl)cc1)Nc1ccc(-c2cnco2)cc1
(12) COc1cccc(-n2nnc3c(=O)n(CC(=O)N4CCCc5ccccc54)cnc32)c1
(13) COCCN(CCOC)C(=O)c1cc2sc3ccccc3c2s1
(14) O=C(NCCCCCNC(=O)c1cccnc1)c1cccnc1
(15) O=C(c1ccc2c(c1)OCO2)n1nnc2ccccc21
(16) COC(=O)CCCC(=O)N1CCOCCN(C(=O)CCCC(=O)OC)CCOCC1
screen / no. | 9 | 10 | 11 | 12 | 13 | 14 | 15 | 16
XIAP antagonists | -2.5% | -6.3% | . | -7.4% | -4.0% | -2.3% | -8.1% | -1.9%
Siah-1 displacement | 3% | 0% | 11% | 2% | 1% | -1% | 2% | 0%
M17LAP inhibition | 4% | 2% | 6% | 6% | -8% | -12% | 64% | 8%
human PMI inhibitors | -18% | -8% | . | -1% | 18% | 16% | 1% | -9%
Dynein cargo inh | 0.56 | -1.7 | -0.51 | -0.098 | -1.8 | -0.67 | 1.1 | -0.45
Dynein cargo inh cytoplasmic EGFP | -0.2 | -0.28 | -0.18 | -0.2 | -0.18 | -0.23 | 0.12 | -0.2
Dynein cargo inh nuclear GR-EGFP | 0.3 | -0.88 | 0.15 | 0.41 | -0.76 | -0.12 | 1.2 | -0.33
Dynein cargo inh cell count | 0.77 | 3.7 | 0.28 | -0.013 | 0.6 | 0.57 | -2.1 | 0.6
human PMI inhibition | 1% | -12% | . | -2% | 12% | 16% | 4% | -10%
P. falciparum M1AAP | 6% | -2% | -2% | 2% | 14% | 3% | 9% | 3%
LYP inhibition | -5% | -4% | -8% | 5% | 1% | -3% | 2% | -2%
AID2073 | 8% | 10% | 45% | 1% | -4% | -4% | 6% | -4%

(17) CCCOc1ccc(OCCn2nc(C(=O)O)c3ccccc3c2=O)cc1
(18) S=c1[nH]c(-c2ccc(Cl)cc2)cs1
(19) COc1ccc(C(=O)C2CCCN(Cc3ccc(Sc4nncn4C)o3)C2)cc1F (stereo unspecified)
(20) Cc1ccc(O)c(C(=O)c2cnn(C(=O)Cc3csc(C)n3)c2)c1
(21) Cn1c(=O)n(Cc2ccc(Br)cc2)c2ccccc21
(22) Oc1ccc(Cl)cc1C(C#Cc1ccccc1)N1CCOCC1 (stereo unspecified)
(23) Cc1ccc(C)c(NC(=O)CSc2nnc(-c3ccncc3)n2N)c1
(24) COc1cc(OC)c(OC)cc1/C=C1/C(=O)N=C(N)N1C
screen / no. | 17 | 18 | 19 | 20 | 21 | 22 | 23 | 24
XIAP antagonists | -3.2% | -6.5% | -6.2% | -7.5% | -3.8% | -0.9% | -2.1% | -2.1%
Siah-1 displacement | 4% | 1% | 12% | 3% | -3% | 4% | -3% | 7%
M17LAP inhibition | 12% | 28% | -4% | -2% | -11% | -2% | -2% | -1%
human PMI inhibitors | 4% | -84% | -1% | 7% | -10% | 10% | 13% | 37%
Dynein cargo inh | 0.62 | -0.71 | -0.072 | 1.6 | -0.18 | 0.45 | 0.07 | 0.58
Dynein cargo inh cytoplasmic EGFP | -0.18 | -0.21 | -0.15 | -0.084 | -0.16 | -0.17 | -0.31 | -0.089
Dynein cargo inh nuclear GR-EGFP | 0.21 | -0.32 | -0.14 | 1.3 | 0.094 | -0.11 | 0.21 | -0.046
Dynein cargo inh cell count | -0.024 | 0.63 | -0.57 | -0.84 | -0.42 | 0.18 | -0.45 | 0.54
human PMI inhibition | 6% | -45% | 3% | -1% | -4% | 14% | 3% | 9%
P. falciparum M1AAP | 8% | -1% | 5% | -6% | 2% | 3% | 5% | 0%
LYP inhibition | 7% | 75%* | -4% | -2% | -10% | 0% | 2% | 2%
AID2073 | 8% | 21% | 0% | 6% | -2% | -5% | -12% | -6%

(25) CCn1cc(S(=O)(=O)Nc2ccccc2C(F)(F)F)cn1
(26) NC(=O)C1CCN(C2CC(=O)N(c3ccc(F)c(Cl)c3)C2=O)CC1 (stereo unspecified)
(27) Cn1c(SCC(=O)O)nnc1-c1ccc(NC(=O)c2ccc(Cl)c(Cl)c2)cc1
(28) Cc1cc(NCCCn2ccnc2)n2nc(C)c(-c3ccccc3)c2n1
(29) CN(Cc1ccccc1)C(=O)COC(=O)c1ccccc1Nc1ccccc1
(30) COc1ccc(NC(=O)NC(C)c2ccncc2)cc1OC (stereo unspecified)
(31) Cc1ccccc1Nc1nc(N)nc(CSCC(=O)Nc2cccc(Br)c2)n1
(32) N#Cc1c(-c2cccs2)cc(-c2ccccn2)nc1N
screen / no. | 25 | 26 | 27 | 28 | 29 | 30 | 31 | 32
XIAP antagonists | -9.9% | 4.0% | . | -5.9% | -3.5% | 2.7% | -7.8% | -0.3%
Siah-1 displacement | 0% | 6% | 2% | -4% | 3% | -1% | 1% | 7%
M17LAP inhibition | -4% | -4% | 9% | 0% | 12% | 3% | 17% | 10%
human PMI inhibitors | -12% | 1% | . | 4% | 14% | 13% | 3% | 21%
Dynein cargo inh | 0.4 | -0.62 | 0.53 | -0.44 | 0.57 | -0.48 | -0.044 | -0.48
Dynein cargo inh cytoplasmic EGFP | -0.32 | -0.24 | -0.27 | -0.21 | -0.25 | -0.12 | -0.22 | -0.21
Dynein cargo inh nuclear GR-EGFP | -0.022 | -0.95 | 0.19 | -0.41 | 0.11 | 0.11 | 0.41 | 0.093
Dynein cargo inh cell count | 0.75 | 0.34 | 0.65 | 0.44 | -0.13 | -1 | -0.24 | 0.13
human PMI inhibition | -12% | 2% | . | -3% | 12% | 11% | 6% | 11%
P. falciparum M1AAP | 0% | 1% | 1% | 16% | -1% | 2% | 4% | 5%
LYP inhibition | -7% | -8% | -2% | -2% | -3% | -3% | -2% | -6%
AID2073 | 22% | 1% | -12% | 8% | 3% | 0% | 4% | 2%

The last two records of the part above are carried over, then new ones follow:
(31) Cc1ccccc1Nc1nc(N)nc(CSCC(=O)Nc2cccc(Br)c2)n1
(32) N#Cc1c(-c2cccs2)cc(-c2ccccn2)nc1N
(33) Cn1nc(C(F)(F)F)c(-c2ccc(Br)cc2)c1NC(=O)CSCC(=O)O
(34) CC(=O)c1cc2c(cc1NC(=O)c1cnc(C)cn1)OCO2
(35) CCc1cc(=O)oc2cc(C)cc(O)c12
(36) CCOC(=O)C1=C(N)OC2=C(C(=O)CC(C)(C)C2)C1c1ccccc1OCC#N (stereo unspecified)
(37) COCCCNC(=O)C(=O)NC1CCCCCC1
(38) O=C(CCN1C(=O)c2ccccc2C1=O)Nc1ccc(S(=O)(=O)NC2=NCCCCC2)cc1
screen / no. | 31 | 32 | 33 | 34 | 35 | 36 | 37 | 38
XIAP antagonists | -7.8% | -0.3% | . | -0.3% | -4.4% | -2.1% | -8.8% | -7.9%
Siah-1 displacement | 1% | 7% | 6% | 4% | -2% | 3% | 5% | -1%
M17LAP inhibition | 17% | 10% | 8% | -1% | -10% | 2% | 3% | 5%
human PMI inhibitors | 3% | 21% | . | 3% | -6% | -4% | 0% | 7%
Dynein cargo inh | -0.044 | -0.48 | -1.5 | -0.6 | -0.7 | -0.16 | -0.85 | -0.58
Dynein cargo inh cytoplasmic EGFP | -0.22 | -0.21 | -0.019 | -0.23 | -0.18 | -0.19 | -0.2 | -0.24
Dynein cargo inh nuclear GR-EGFP | 0.41 | 0.093 | -0.47 | -0.3 | -0.14 | -0.27 | -0.7 | 0.038
Dynein cargo inh cell count | -0.24 | 0.13 | 1.6 | 1.3 | 0.26 | 0.27 | 0.64 | 1.1
human PMI inhibition | 6% | 11% | . | 4% | 1% | 3% | 2% | 2%
P. falciparum M1AAP | 4% | 5% | 4% | 10% | 1% | 5% | 5% | 14%
LYP inhibition | -2% | -6% | -5% | -6% | -10% | -2% | -10% | -6%
AID2073 | 4% | 2% | -3% | 10% | ? | 3% | 0% | 4%
